Screening results (PubChem BioAssay)
SENP8 block-1 = blocks the human protease SENP8; 330,000 tested, 1.2% active; AID 2540; purified SENP8, Z-RLRGG-aminoluciferin cleavage, luminescence; inhibition, % at 10 µM; in the data active means inhibition above about 50%
Apaf-1 inh = inhibitors of human Apaf-1 apoptosome; O14727; reconstituted apoptosome caspase-3 activity, DEVD-Rh110 fluorescence; inhibition, % at 20 µM; 330,000 tested, 0.71% active; AID 489030; active means inhibition of at least 40% at 20 µM;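 further: plate controls were DMSO wells for no effect and DEVD-CHO caspase inhibitor wells for full effect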
Target sequence (O14727 whole entry, looked up): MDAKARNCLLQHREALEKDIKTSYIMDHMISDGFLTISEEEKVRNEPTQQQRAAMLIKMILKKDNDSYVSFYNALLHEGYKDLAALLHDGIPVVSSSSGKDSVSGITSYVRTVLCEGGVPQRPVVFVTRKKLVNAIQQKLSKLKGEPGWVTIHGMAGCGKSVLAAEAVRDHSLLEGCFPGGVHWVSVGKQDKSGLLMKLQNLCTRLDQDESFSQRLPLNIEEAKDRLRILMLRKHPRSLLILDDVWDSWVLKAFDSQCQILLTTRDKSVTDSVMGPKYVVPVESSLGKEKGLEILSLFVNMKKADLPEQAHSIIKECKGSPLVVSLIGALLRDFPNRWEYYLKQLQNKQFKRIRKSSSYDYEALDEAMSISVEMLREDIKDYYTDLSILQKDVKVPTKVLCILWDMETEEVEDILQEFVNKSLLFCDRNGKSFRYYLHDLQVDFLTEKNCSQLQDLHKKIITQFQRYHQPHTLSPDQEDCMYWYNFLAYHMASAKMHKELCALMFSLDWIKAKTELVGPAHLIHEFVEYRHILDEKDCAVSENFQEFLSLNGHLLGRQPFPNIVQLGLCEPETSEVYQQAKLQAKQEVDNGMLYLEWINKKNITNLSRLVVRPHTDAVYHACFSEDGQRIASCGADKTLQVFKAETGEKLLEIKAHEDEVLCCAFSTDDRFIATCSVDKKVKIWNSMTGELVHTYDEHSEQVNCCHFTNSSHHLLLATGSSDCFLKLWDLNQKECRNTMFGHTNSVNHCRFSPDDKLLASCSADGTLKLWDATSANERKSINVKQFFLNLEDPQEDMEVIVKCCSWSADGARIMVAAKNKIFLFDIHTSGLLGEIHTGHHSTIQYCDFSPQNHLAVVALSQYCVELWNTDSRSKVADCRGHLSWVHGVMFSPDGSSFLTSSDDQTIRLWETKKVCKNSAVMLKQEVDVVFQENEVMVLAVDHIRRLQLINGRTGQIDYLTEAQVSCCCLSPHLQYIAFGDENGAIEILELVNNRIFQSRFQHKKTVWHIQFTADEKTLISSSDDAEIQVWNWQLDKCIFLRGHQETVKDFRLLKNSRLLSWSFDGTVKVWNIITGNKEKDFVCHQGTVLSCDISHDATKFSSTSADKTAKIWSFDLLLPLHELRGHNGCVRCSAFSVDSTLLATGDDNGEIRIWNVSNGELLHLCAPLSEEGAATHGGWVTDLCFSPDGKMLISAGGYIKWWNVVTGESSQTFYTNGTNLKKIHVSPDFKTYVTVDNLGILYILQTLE
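Material: reconstituted apoptosome with Apaf-1, cytochrome c, caspase-9, procaspase-3, dATP. Technique: Rh110 fluorescence intensity. Buffer or medium: pH 7.5 Hepes buffer with CHAPS, BSA, DTT. Times: 30 min plus 50 min, RT.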
SENP8 block-2 = SENP8 (human) protease inhibition | recombinant SENP8, Nedd8 substrate fluorescence | inhibition, % at 20 µM | 360,000 tested, 0.64% active | AID 602440; in the data active means inhibition mostly above about 40%, no sharp cut-off; inactive means mostly below about 27%
NALP3 yeast inh = NALP3 inhibition in yeast; 330,000 tested, 0.39% active; Yeast reconstituted NLRP3/ASC/caspase-1, beta-gal luminescence, 24 h; inhibition, % at 10 µM;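 active means inhibition of 50% or more; inactive means inhibition below 50%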;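 further: plate controls were induced DMSO wells for no effect and uninduced yeast grown without galactose for full effect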
SENP7 block = inhibitors of human SENP7 protease; recombinant SENP7, Z-RLRGG-aminoluciferin luminescence, 40 min; inhibition, % at 5 µM; 330,000 tested, 1.5% active; AID 434973;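 active means inhibition above about 50% at the single test dose, limit read from the data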;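 further: plate controls were DMSO with enzyme for no effect and no enzyme buffer wells for full effect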
SENP6 inh = inhibitors of human SENP6 protease. Recombinant SENP6 catalytic domain, aminoluciferin luminescence. inhibition, % at 10 µM. 330,000 tested, 1.8% active. AID 2599;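 active means inhibition above about 50% at the single tested dose, limit read from the data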;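 further: plate controls were DMSO wells with enzyme for no effect and DMSO wells lacking enzyme for full effect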
SENP1 FRET inh = inhibitors of human SENP1 SUMO protease catalytic domain; Q9P0U3; recombinant SENP1 catalytic domain, CyPet-SUMO1-YPet FRET cleavage; inhibition, % at 10 µM; 360,000 tested, 0.21% active; AID 624204;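 active means inhibition at least 30% at 10 µM, raw YFP signal under a set limit, fluorescence ratio 0.5 to 1.5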;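 further: 0% = enzyme with DMSO and 100% = no enzyme wells; some results filed as inactive read as strong as hits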
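Material – human SENP1 catalytic domain · Input – SENP1 enzyme, 20 pM final · Compound dosing – single concentration of 10 µM compound, 0.5% DMSO final · Timing – enzyme reaction for 50 min at room temperature, dark · Measured by – FRET fluorescence in CFP and YFP emission channels · Control set – no-enzyme wells low, DMSO-plus-enzyme wells high control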
PfG6PD inh = PfG6PD (Plasmodium falciparum) enzyme inhibition; PfGluPho enzyme, NADPH resazurin-diaphorase fluorescence; inhibition, % at 20 µM; 350,000 tested, 0.78% active; AID 504690;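 active means inhibition reaching at least a set limit at 20 µM in the primary screen, cut at about 59% in these data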;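 further: 0% = DMSO wells with substrate and 100% = DMSO wells lacking glucose-6-phosphate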
HKDC1 inhibitor = inhibitors of human hexokinase HKDC1 | recombinant HKDC1, G6PDH/diaphorase resazurin coupled fluorescence | Q2TB90 | 340,000 tested, 0.16% active | inhibition, % at 20 µM;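 active means inhibition above about 35% when tested at 20 µM, limit read from the data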;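 further: plate controls were DMSO wells with enzyme for no effect and DMSO wells lacking enzyme for full effect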
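Test system: recombinant HKDC1 (HK5) hexokinase enzyme, produced in-house / Doses: 20 µM test compound, 1% DMSO / Timing: 90 min, room temperature / Detection: G6PDH/diaphorase-coupled fluorescence, 1 mM NADP, 100 µM resazurin, 525/613 nm / Control set: DMSO wells with and without enzyme mix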
The depositor's hits bear a star.

The first two records as a preview:
SMILES	SENP8 block-1	Apaf-1 inh	SENP8 block-2	NALP3 yeast inh	SENP7 block	SENP6 inh	SENP1 FRET inh	PfG6PD inh	HKDC1 inhibitor
CCOC(=O)c1cc(-c2ccccc2C)n(CC2CC(c3cccc([N+](=O)[O-])c3)=NO2)n1 (stereo not given)	6	24	13	10	3	-9	-1	13	0
CN(C)CC(=O)c1c(N)n(Cc2ccccc2)c(=O)n(C)c1=O	1	-10	19	11	-3	0	2	2	-3

The whole of this part, repeating the preview:
SMILES	SENP8 block-1	Apaf-1 inh	SENP8 block-2	NALP3 yeast inh	SENP7 block	SENP6 inh	SENP1 FRET inh	PfG6PD inh	HKDC1 inhibitor
CCOC(=O)c1cc(-c2ccccc2C)n(CC2CC(c3cccc([N+](=O)[O-])c3)=NO2)n1 (stereo not given)	6	24	13	10	3	-9	-1	13	0
CN(C)CC(=O)c1c(N)n(Cc2ccccc2)c(=O)n(C)c1=O	1	-10	19	11	-3	0	2	2	-3
Cc1nn(C)c(C)c1CNC(=O)c1nn2c(c1Cl)NC(c1cccs1)CC2C(F)(F)F (stereo not given)	1	-8	17	4	3	1	3	3	-16
Cc1[nH]nc(NCCO)c1[N+](=O)[O-]	-6	1	15	-6	14	0	0	3	-5
COc1ccc(S(=O)(=O)N2CCCCCC2)cc1NC(=O)CN1C(=O)NC(C)(c2ccc(C)cc2)C1=O (stereo not given)	-3	16	-6	23	1	-10	-9	15	5
O=C1CC(C(=O)Nc2cc(Cl)ccc2Cl)n2ncnc2N1 (stereo not given)	-5	-2	9	-1	3	-14	-6	-16	14
CC1(c2ccc3c(c2)OCO3)NC(=O)N(CC(=O)Nc2ccc(N3CCOCC3)cc2)C1=O (stereo not given)	-5	4	28	5	-12	1	1	0	-3
CCC(O)CNC(=O)NC(=C(Cl)Cl)c1ccc(C)c(F)c1 (stereo not given)	-4	2	8	1	1	-1	1	4	-1
CC(C)NC(=O)C(=O)NNC(=O)CCc1ccccc1	5	2	14	13	6	13	2	6	-9
C[C@H]1CN([C@@H](C)CO)C(=O)c2cccc(NS(=O)(=O)c3cn(C)cn3)c2O[C@H]1CN(C)S(C)(=O)=O	-1	9	4	7	5	-9	1	-12	-2
COc1cc(CN(CCN(C)C)Cc2ccccc2)ccc1OCc1ccccc1	2	4	13	13	0	13	0	-22	5
COc1cc2c(cc1OC)CN(C(=S)Nc1ccc(Cl)cc1)CC2	5	2	-3	20	0	0	0	19	-7
Cc1ccc(S(=O)(=O)NCC2CCC(C(=O)NCCCN3CCOCC3)CC2)cc1 (stereo not given)	-4	3	10	12	-2	1	3	5	-10
NC(=O)c1ccccc1NS(=O)(=O)c1ccccc1	-11	0	-59	11	-6	-3	0	3	1
COc1ccc([C@@H]2OC2(C(N)=O)C(N)=O)cc1	-7	-22	3	9	18	-21	3	8	-8
CC(C)Oc1ccc(C(=O)Nc2cccc3cccnc23)cc1	-11	12	0	21	-9	14	2	26	-4
O=C(N/N=C/c1cccc(O)c1)c1cc(-c2ccccc2)nc2ccccc12	-1	12	8	22	4	9	1	8	2
Cc1cnc(NC(=O)C2CCCC2)s1	-1	-10	22	25	0	9	-7	-2	5
CC(=O)NNC(=O)CCn1nnc(-c2ccc(Cl)cc2)n1	-4	-1	13	8	-4	-3	0	-4	-14
Cc1cc(C)c(C)c(OCCN2CC(C)OC(C)C2)c1 (stereo not given)	4	4	10	26	4	4	-6	-10	-2
CS(=O)(=O)N1CCC(C(=O)Nc2cccc([N+](=O)[O-])c2)CC1	-1	-8	10	18	1	-5	-1	-13	-10
CNC(=S)N1CCc2cc(OC)c(OC)cc2C1COc1ccc(OC)cc1 (stereo not given)	-1	12	5	11	6	-4	-2	-2	-2
CSCCC(NC(=O)c1ccccc1Br)C(=O)NNC(=O)c1cc(C)oc1C (stereo not given)	-12	10	6	7	-17	-17	4	-6	-3
Cc1ccccc1NC(c1cccc(Cl)c1)c1nnnn1C1CCCCC1 (stereo not given)	2	-16	9	4	9	-2	0	-2	-6
COc1ccc(-c2[nH]c(-c3ccc(C)cc3)nc2SCC(=O)NC2CCCC2)cc1	3	15	-319	15	1	-8	0	39	2
CNC(=O)CSc1nnc(-c2ccccc2)n1C	2	-9	4	13	-8	-17	0	-9	-8
CCC(c1nnc(SCC(=O)Nc2cccnc2Cl)n1-c1ccccc1)N(C)C (stereo not given)	-2	0	17	-12	-2	-11	-1	8	-9
CCN(CC)C(=O)CSc1nnc(CNc2ccc(F)cc2)o1	0	4	14	-4	5	8	1	19	-2
COCc1cc(C)nc2sc(C(=O)NN)c(-n3cccc3)c12	-4	-9	3	4	-4	-24	0	3	-6
CCCC(=O)N/C(N)=N/c1nc(C)c2ccccc2n1	1	12	-24	12	6	-7	-3	10	4
N#C/C=C(/N)c1ccc(Br)cc1	2	3	20	11	6	-4	0	7	-7
NC(=S)NNc1c(F)c(F)c(F)c(F)c1F	2	11	4	5	-2	-9	2	45	-4
CCOc1ccc(CC(=O)N2N=C(C)CC2(O)C(F)(F)F)cc1 (stereo not given)	-4	7	9	-4	-7	3	1	4	-15
C[C@H]1COC(=O)[C@H](Cc2ccc(F)cc2)C/C=C\C[C@H](CC(=O)NCCO)C(=O)N1	4	1	15	9	5	23	3	-1	-12
CNC(=O)c1cccc(NC(=O)C(C)c2ccc3cc(OC)ccc3c2)c1 (stereo not given)	-1	7	7	2	4	16	1	4	-1
CCOC(=O)N1CCN(C(=O)CNC(=O)c2ccc(Br)cc2)CC1	3	2	1	22	-1	-3	0	3	-3
Cc1ccc(N/C(CSC(N)=O)=N/S(=O)(=O)c2ccccc2)cc1	-7	-1	9	-4	5	0	-1	-5	-3
COc1ccc2oc(N)c(C=O)c(=O)c2c1	-8	0	-16	-2	-3	-20	-10	2	1
CCOC(=O)c1c(C)[nH]c(C(=O)CN2CCOCC2)c1C	8	-6	19	-4	1	1	1	11	-17
O=C(Nc1ncn[nH]1)c1cc(S(=O)(=O)Nc2cccc(C(F)(F)F)c2)ccc1Cl	-1	2	-1	-2	7	-2	0	-8	3
Cc1nn(CCC(=O)NCc2ccc(OC(C)C)cc2)c(=O)c2nn(-c3ccccc3)c(C)c12	-3	4	14	6	-6	-4	2	1	2
C/C(=N\Nc1ccc(Cl)c(C(=O)O)c1)c1ccc2c(c1)OCO2	-2	-11	-12	-4	3	-2	0	13	-2
CC(NC(=O)Nc1ccccc1F)C(C)(C)C (stereo not given)	2	-10	9	4	-4	-1	2	-2	-11
C=CCn1c(SC(C)C(=O)NCc2ccc3c(c2)OCO3)nc2scc(-c3ccccc3)c2c1=O (stereo not given)	10	-1	3	-7	4	1	2	12	-6
CCn1c(SCC(=O)N/N=C/c2c[nH]c3ccccc23)nnc1-c1ccc(C(C)(C)C)cc1	-7	37	11	4	-7	2	2	5	-2
O=C(Nc1ccccc1)C(=O)Nc1cccnc1	69*	0	26	21	86*	76*	0	1	-6
COC(=O)C(C(C)=O)C1=C/C(=N\S(=O)(=O)c2ccc(C)cc2)c2ccccc2C1=O (stereo not given)	-3	21	9	4	-3	3	4	43	28
O=C1c2cccnc2C(=O)N1C1CCCCC1	5	-8	7	9	4	1	0	3	-9
CCC(=O)c1ccc(OCC(=O)Nc2cccc(S(=O)(=O)N(C)c3ccccc3)c2)cc1	-1	8	9	-2	-2	-5	-1	-2	4
COc1ccc2c(c1)[C@H]1[C@H](CO2)[C@H](c2ccccc2)[C@]2(C)C(=O)Nc3cc(C)ccc3C(=O)N12	1	18	-26	10	2	6	-4	-12	-3
CC(C)(C)NC(=O)c1cccc2c1OC(C)(C)C2	5	-5	2	10	4	5	1	9	15
Cn1cccc1C(=O)OCc1cc(-c2ccco2)on1	3	4	-6	42	3	25	-5	-2	-2
O=c1cc(-c2ccc(O)c(O)c2)oc2cc(O)c([C@@H]3O[C@H](CO)[C@@H](O)[C@H](O)[C@H]3O)c(O)c12	-14	3	30	23	-12	-19	15	-7	0
CCOC(=O)Cc1csc(N/N=C/c2ccccc2)n1	23	-1	-45	3	42	45	-29	-35	13
CC(C)NC(=O)COc1ccc2c(c1)C(=O)CC(C)(C)O2	-1	-29	-405	-1	2	-23	-8	24	-11
CC(C)(CNC(=O)c1ccccc1F)CNC(=O)c1ccccc1F	-1	-17	3	-2	3	-8	-2	11	-2
COc1ccc2oc(C(=O)OCC(=O)N3CCC(C)CC3)c(C)c2c1	2	11	-328	36	-3	-6	-2	-4	-1
CCCOc1cccc(C(=O)N2CCN(C(=O)C3CCCO3)CC2)c1 (stereo not given)	-1	13	-8	-1	2	-8	2	-6	-7
CC(=O)COc1ccc2c(-c3ccccc3)cc(=O)oc2c1C	-13	4	-23	21	17	-24	0	-12	4
CCc1cccc(C)c1Nc1nc2ccccc2n2cnnc12	4	1	10	10	-5	-16	-38	18	-4

7 compounds already listed, ordered by the number in SENP6 inh, smallest number first.
molecule | SENP6 inh
CC(=O)COc1ccc2c(-c3ccccc3)cc(=O)oc2c1C | -24
CC(C)NC(=O)COc1ccc2c(c1)C(=O)CC(C)(C)O2 | -23
CCCOc1cccc(C(=O)N2CCN(C(=O)C3CCCO3)CC2)c1 (stereo not given) | -8
COc1ccc2oc(C(=O)OCC(=O)N3CCC(C)CC3)c(C)c2c1 | -6
O=C1c2cccnc2C(=O)N1C1CCCCC1 | 1
CCn1c(SCC(=O)N/N=C/c2c[nH]c3ccccc23)nnc1-c1ccc(C(C)(C)C)cc1 | 2
CCOC(=O)Cc1csc(N/N=C/c2ccccc2)n1 | 45

Following part
SMILES	SENP8 block-1	Apaf-1 inh	SENP8 block-2	NALP3 yeast inh	SENP7 block	SENP6 inh	SENP1 FRET inh	PfG6PD inh	HKDC1 inhibitor
CNC(=O)CSc1nc2cc(S(=O)(=O)Nc3ccc(OC)cc3)ccc2o1	-2	-12	-8	19	-4	-10	1	4	-3
O=C(COc1ccc(-n2cnnn2)cc1)NC1CCCCC1	-15	-3	23	13	-9	-25	0	-15	1
CCN(CCO)C(=O)CC1C(=O)NCCN1Cc1c(F)cccc1Cl (stereo not given)	-1	-10	9	-10	2	9	-1	-4	-4
COc1ccccc1CN1CCN(Cc2ccco2)CC1	-13	7	12	0	-7	-8	1	23	-6
CC(Sc1nnc(NC2CCCCC2)s1)C(=O)Nc1ccc2c(c1)C(=O)c1ccccc1C2=O (stereo not given)	-10	25	17	24	-4	-2	-8	22	15
Cc1c(Cl)cccc1NC(=O)Cn1cnc(S(=O)(=O)N2CCCC2)c1	7	8	15	-16	3	7	4	-2	-9
O=c1c2c(nc3nc(COc4ccccc4)[nH]n13)CCC2	-6	-6	7	-12	3	-1	1	6	1
Cc1cc(C)c(C)c(Cn2c(CO)nc3ccccc32)c1C	-1	14	18	-1	-1	-50	0	69*	-1
O=C(OCC(=O)N1CCC(Cc2ccccc2)CC1)c1ccccc1	18	25	10	29	20	-27	-7	5	-5
CC1C/C(=N/O)C(C)CN1 (stereo not given)	-2	-6	25	19	-10	-3	0	-5	1
CN(C)c1ccc(NC(=O)CSc2nc3ccccc3c(=O)n2C2CCCCC2)cc1	2	13	18	3	5	19	3	-9	5

This is a random part of the collection, and some 4.1% of all compounds hit somewhere here.
